MEP2 TOR yeast: yeast TOR pathway MEP2-GFP modulation; S. cerevisiae MEP2-GFP strain, flow cytometry GFP, 3 h; 100% = DMSO control level; GFP response vs DMSO, % at 10 µM; hit rate 0.51% among 330,000; AID 2016;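 active = GFP response versus DMSO above a set limit, roughly screen mean plus 3 SD, cut at about 180% in these data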;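 also: median GFP fluorescence of the barcode-gated MEP2-GFP cells per well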
RPL19A-GFP yeast: modulators of TOR pathway RPL19A-GFP in S. cerevisiae. hit rate 0.3% among 330,000. S. cerevisiae RPL19A-GFP strain, flow cytometry, 3 h; hits give low values. percent response vs DMSO, % at 10 µM. AID 2025;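 active = percent response vs DMSO below 50%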;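 also: median channel GFP fluorescence of the barcoded RPL19A-GFP strain; ratio of sample median GFP to plate DMSO average so 100% = DMSO; lower means less RPL19A-GFP as with rapamycin TOR inhibition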
AHR act: activators of human aryl hydrocarbon receptor. AHR-responsive luciferase reporter cells, luminescence. activation, % at 5 µM. hit rate 2.5% among 320,000; in the data active = activation above about 47%;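 also: 0% = vehicle wells and 100% = reference agonist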
procasp7 counter: counter-screen: procaspase-7 (human) activation; P55210; recombinant procaspase-7, Ac-DEVD-pNA absorbance 405 nm; D23A/D198A/D206A triple mutant, cannot self-cleave; scale: DMSO 0, 5 µM enzyme 100; activation, % at 8.5 µM; hit rate 0.093% among 330,000; AID 463210;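 active = percent activation above the screen-wide mean plus 3 SD, cut at about 25% in these data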
Target sequence (P55210 whole entry D23A/D198A/D206A): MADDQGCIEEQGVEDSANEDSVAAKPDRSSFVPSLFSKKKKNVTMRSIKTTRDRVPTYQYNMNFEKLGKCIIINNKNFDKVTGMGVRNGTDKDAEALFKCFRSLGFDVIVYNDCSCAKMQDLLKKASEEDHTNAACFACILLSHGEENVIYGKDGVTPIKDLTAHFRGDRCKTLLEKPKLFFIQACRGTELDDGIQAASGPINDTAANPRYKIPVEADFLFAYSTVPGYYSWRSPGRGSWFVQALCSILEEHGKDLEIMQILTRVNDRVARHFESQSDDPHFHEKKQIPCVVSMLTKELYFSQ
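System: Uncleavable procaspase-7 mutant enzyme; Amount: 2 µM procaspase-7 mutant as dispensed; Schedule: 1 h compound preincubation, 2 h substrate cleavage, 25 °C; Measured by: 405 nm absorbance of p-nitroaniline; Evaluation: percent activation from buffer-corrected 0–120 min absorbance change; Control set: low DMSO alone, high DMSO plus 5 µM PC-7.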
LAP4-GFP MLPCN: modulators of TOR pathway LAP4-GFP in S. cerevisiae; S. cerevisiae LAP4-GFP multiplex, flow cytometry GFP, 3 h; median GFP as percent of DMSO wells; GFP response vs DMSO, % at 10 µM; hit rate 0.34% among 320,000; AID 2023;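 active = GFP response vs DMSO above a set limit, about the screen mean plus 3 SD, cut at about 150% in these data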
CIT2 TOR yeast: modulators of TOR pathway CIT2-GFP in S. cerevisiae; hit rate 0.065% among 320,000; AID 2029; S. cerevisiae CIT2-GFP strain, flow cytometry, 3 h; 100 means same as DMSO wells; GFP response vs DMSO, % at 10 µM;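 active = GFP response relative to DMSO above a set limit, near the screen mean plus 3 SD, cut at about 150% in these data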;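 also: ratio of well median GFP fluorescence to mean of DMSO wells on the plate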
AGP1-GFP MLPCN: yeast TOR pathway AGP1-GFP modulation; hit rate 0.02% among 320,000; S. cerevisiae AGP1-GFP multiplex flow cytometry, 3 h; GFP as percent of DMSO wells; GFP response vs DMSO, % at 10 µM;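 active = GFP response relative to DMSO above a set limit, near screen average plus 3 SD, cut at about 150% in these data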;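 also: median GFP channel fluorescence of the gated AGP1 strain per well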
procasp3 activ: procaspase-3 (human) activation; P42574; recombinant procaspase-3 D3A, Ac-DEVD-pNA absorbance 405 nm; activation, % at 8.5 µM; hit rate 0.11% among 330,000; AID 463141;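 active = activation above the mean of all tested compounds plus 3 SD, cut at about 21% in these data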;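 also: 0% = DMSO alone and 100% = DMSO wells spiked with extra 5 µM PC-3 D3A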
Target sequence (P42574 whole entry D9A/D28A/D175A): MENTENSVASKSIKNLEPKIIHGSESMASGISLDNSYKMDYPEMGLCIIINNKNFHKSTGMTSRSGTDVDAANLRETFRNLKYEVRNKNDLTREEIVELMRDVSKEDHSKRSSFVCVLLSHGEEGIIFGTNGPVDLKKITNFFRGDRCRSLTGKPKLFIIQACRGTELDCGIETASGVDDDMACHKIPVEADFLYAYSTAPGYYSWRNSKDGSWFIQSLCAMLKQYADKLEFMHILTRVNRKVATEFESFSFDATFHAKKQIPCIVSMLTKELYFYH
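Assay system – Procaspase-3 D3A mutant, all three cleavage aspartates alanine · Controls – DMSO-only low control, 5 µM PC-3 D3A high control · Schedule – 1 h compound preincubation, 2 h substrate hydrolysis at 25 °C · Signal – 405 nm absorbance of p-nitroaniline, reads at 0 and 120 min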
* = called active by the depositor; / = not tested or not shown.

SMILES	MEP2 TOR yeast	RPL19A-GFP yeast	AHR act	procasp7 counter	LAP4-GFP MLPCN	CIT2 TOR yeast	AGP1-GFP MLPCN	procasp3 activ
CCOC(=O)c1ccc(NC(=O)c2nc[nH]c2C(=O)NCCCCNC(=O)c2[nH]cnc2C(=O)Nc2ccc(C(=O)OCC)cc2)cc1	104	107	0	7	106	100	105	4
Cc1nnsc1C(=O)N1CCCC(N2CCN(c3ccc(F)cc3)CC2)C1 (stereo not drawn)	97	100	1	5	101	100	104	16
CCCCC(CC)C(=O)Nc1cccc(SC)c1 (stereo not drawn)	95	97	1	-4	93	98	105	1
O=C(COc1ccc(S(=O)(=O)N2CCCC2)cc1Cl)NCc1ccc2c(c1)OCO2	94	98	4	5	97	102	101	-3
Cc1ccc(Cn2c(SC3CCOC3=O)nc3ccccc3c2=O)cc1 (stereo not drawn)	100	103	0	-4	104	96	102	-2
Cc1cc2c(c(=O)o1)C(C(C)C)C(C#N)=C(N)O2 (stereo not drawn)	96	99	6	-2	93	89	94	-12
COc1ccc(C2C(C(C)=O)=C(O)C(=O)N2CCCn2ccnc2)cc1OC (stereo not drawn)	102	105	4	10	102	108	111	-1
CCc1cc2c(C)cc(=O)oc2cc1OC(=O)C1CCCN1C(=O)OC(C)(C)C (stereo not drawn)	100	99	10	8	93	96	102	7
COc1cccc(CN2CCN(Cc3ccco3)CC2)c1	95	89	2	13	/	102	91	4
O=C(N/N=C/c1cccs1)C(=O)N1CCCC1	96	88	3	12	95	96	/	-2
COc1c(C)cc(C(=O)C2CCCN(C(=O)c3ccc4cc[nH]c4c3)C2)cc1C (stereo not drawn)	101	95	0	-1	106	105	104	-1
CC(C)(C)NC(=O)NC(=O)COC(=O)c1cccc(NS(=O)(=O)c2ccc(F)c(F)c2)c1	91	101	2	2	91	89	96	5
COc1ccc(-c2nnc(SCC(=O)N3CCCC3)o2)cc1	107	102	4	1	96	96	95	11
CC(C)(C)c1nn2cnnc2n(/N=C/c2ccc(O)cc2)c1=O	93	97	0	-10	79	101	96	-7
Cc1noc(C)c1CSCC(=O)N(CC(C)C)c1c(N)n(Cc2ccccc2)c(=O)[nH]c1=O	95	92	-1	0	97	94	95	-5

Sorted by heavy-atom count (low to high): some entries from above.
SMILES	MEP2 TOR yeast	RPL19A-GFP yeast	AHR act	procasp7 counter	LAP4-GFP MLPCN	CIT2 TOR yeast	AGP1-GFP MLPCN	procasp3 activ
COc1cccc(CN2CCN(Cc3ccco3)CC2)c1	95	89	2	13	/	102	91	4
CCc1cc2c(C)cc(=O)oc2cc1OC(=O)C1CCCN1C(=O)OC(C)(C)C (stereo not drawn)	100	99	10	8	93	96	102	7
Cc1noc(C)c1CSCC(=O)N(CC(C)C)c1c(N)n(Cc2ccccc2)c(=O)[nH]c1=O	95	92	-1	0	97	94	95	-5

Continued.
SMILES	MEP2 TOR yeast	RPL19A-GFP yeast	AHR act	procasp7 counter	LAP4-GFP MLPCN	CIT2 TOR yeast	AGP1-GFP MLPCN	procasp3 activ
COc1ccc(C(=O)Oc2cccc3cccnc23)cc1[N+](=O)[O-]	109	107	4	1	111	100	107	4
CC(=O)Nc1cccc(NC(=S)Nc2cccc3ccccc23)c1	100	95	28	-10	103	98	94	-11
Cc1nc(N2CCCCC2)c2c(-c3cccs3)csc2n1	155	56	2	1	98	100	34	4
CC(C)CNC(=O)CSc1nc2nn(-c3ccccc3)c(=O)c-2c2n1CCCCC2	97	98	-1	0	103	103	101	5
CCOC(=O)C1CCN(C(=O)c2ccc3nc(-c4ccc(OC)cc4)c(-c4ccc(OC)cc4)nc3c2)CC1	105	103	0	7	116	106	108	14
O=C1Nc2ccc(F)cc2C12Nc1ccccc1-c1nnc(SCc3ccccc3)nc1O2 (stereo not drawn)	102	98	21	-2	92	102	101	-7
CCOC(=O)C(C)(C)Oc1cccc2c1S(=O)(=O)c1ccccc1-2	105	101	1	1	109	96	105	13
CC1Cc2ccccc2N1CC(=O)Nc1cccc(S(N)(=O)=O)c1 (stereo not drawn)	111	109	1	8	114	101	108	-3
COC(=O)c1ccc(NC(=O)CSc2nc(C)cc(=O)[nH]2)cc1	92	97	2	-11	98	90	113	14
Cn1c(=O)c2c(nc(N/N=C/c3ccc(OC(=O)c4ccco4)cc3)n2Cc2ccc(F)cc2)n(C)c1=O	107	103	8	2	93	102	109	10
O=C(N[C@@H]1C/C=C\C[C@@H](CC(=O)N(CCO)Cc2ccccc2)C(=O)NC[C@H](c2ccccc2)OC1=O)OCC1c2ccccc2-c2ccccc21	98	104	1	3	99	100	111	4
Cc1cc(C)cc(NC(=S)NCCc2c[nH]c3ccccc23)c1	102	98	-7	15	101	101	101	0
CSc1ccc(CN(C)CC(=O)NC(=O)NCCC2=CCCCC2)cc1	118	109	0	1	114	118	113	9
Cc1ccc(-c2nnn(CC(=O)N(CC(=O)NCC3CCCO3)c3ccccc3)n2)o1 (stereo not drawn)	104	103	3	0	107	108	106	3
COc1ccc(S(=O)(=O)N2CCCCCC2)cc1C(=O)N(C)Cc1cccs1	93	93	0	2	105	95	103	-6

(further entries)
SMILES	MEP2 TOR yeast	RPL19A-GFP yeast	AHR act	procasp7 counter	LAP4-GFP MLPCN	CIT2 TOR yeast	AGP1-GFP MLPCN	procasp3 activ
O=[N+]([O-])c1cc(Cl)c2cccnc2c1O	120	101	4	-5	202*	102	127	-1
CC1Cc2ccccc2N1C(=O)NC1CC(=O)N(c2ccc3c(c2)OCCO3)C1 (stereo not drawn)	98	96	2	3	105	87	99	6
CSc1ccc(Cl)c(C(=O)OCC(=O)N2CCNC2=O)c1	98	97	0	10	96	97	96	1
Brc1ccc(CNc2ccc3ncccc3c2)cc1	100	99	/	/	98	102	94	/
N#CC1(NC(=O)CSc2nc3ccccc3s2)CCCCC1	102	100	8	2	99	98	103	-6
COc1ccccc1Cn1c(=S)[nH]c2cc(C(=O)NCc3cccnc3)ccc2c1=O	102	106	8	-3	87	99	96	3
CN(C)/C=C/C(=O)c1ccc([N+](=O)[O-])c(CS(=O)(=O)c2ccccc2)c1	108	106	2	-2	96	104	95	3
CCC(C)(C)n1nnnc1C(C(C)C)N(Cc1cccnc1)Cc1ccco1 (stereo not drawn)	107	107	-3	7	103	109	115	0
Cc1cc(C)n(-c2nc(C)nc3c2cnn3-c2ccccc2)n1	104	103	49*	-1	105	98	107	1
Cc1cccc2cc(CN(Cc3cccs3)C(=S)NCC3CCCO3)c(=O)[nH]c12 (stereo not drawn)	100	98	5	10	99	93	99	-3
Cc1ccc(C)c(NC(=O)CN(C)S(=O)(=O)c2cccc3cccnc23)c1	107	98	5	2	107	101	101	0
Cc1ccc(-c2nn(-c3cc(Cl)ccc3[N+](=O)[O-])c(=O)c3ccccc23)cc1C	105	112	0	-20	112	102	110	7
O=C(c1ccc(F)cc1)C1CCN(C(=O)c2ccc(F)cc2)CC1	110	105	2	-5	103	107	105	9
CC(C)NS(=O)(=O)c1ccc2c3c(cccc13)CC2	91	82	-1	-2	84	86	83	-6
Cc1cccc(NS(=O)(=O)c2ccc(C(=O)N3CCN(c4ccccc4O)CC3)cc2)c1C	98	87	-2	-11	95	96	96	-4

The results go on.
SMILES	MEP2 TOR yeast	RPL19A-GFP yeast	AHR act	procasp7 counter	LAP4-GFP MLPCN	CIT2 TOR yeast	AGP1-GFP MLPCN	procasp3 activ
O=C(C[n+]1ccc(-c2cc(C(=O)Nc3cccc(C(F)(F)F)c3)c3ccccc3n2)cc1)c1cccc([N+](=O)[O-])c1	104	97	4	-2	103	99	102	1
CCc1nnc(NC(=O)c2cccnc2SC)s1	82	91	51*	5	76	83	83	3
COc1ccc(N2C(=O)C(Cl)=C(N3CCCC(C)C3)C2=O)cc1 (stereo not drawn)	102	96	5	-25	95	94	93	-22
CCC(NC(=O)Nc1ccc(O)cc1)(C(F)(F)F)C(F)(F)F	96	100	0	-15	96	103	102	-8
O=C(O)c1ccc(NC(=O)C2C3CCC(C3)C2C(=O)O)cc1 (stereo not drawn)	98	95	2	3	90	101	96	-1
CC(C)(C)c1ccc(C(=O)Nc2ccc(Oc3cccnc3)nc2)cc1	107	95	-9	0	106	92	96	-11
CCOC(=O)C1=C(C)N(C)C(C)=C(C(=O)OCC)C1c1ccc(Cl)cc1	101	102	2	-4	100	99	99	-4
CN(CC(=O)O)Cc1nc2ccccc2[nH]1	100	99	14	-1	102	109	102	-3
C=CCOc1ccc2ccccc2c1CNCCCN1CCOCC1	106	100	-1	3	107	102	101	4
N#CCC(=O)Nc1ccc(C(=O)N2CCN(S(=O)(=O)c3ccc4ccccc4c3)CC2)cc1	100	102	-2	10	100	106	109	5
O=C(CCc1ccc(O)c(O)c1)N/N=C/c1ccc2c(c1)OCO2	103	106	10	-21	93	96	96	-12
CCc1ccc(/C=C2/SC(=S)N(CCC(=O)Nc3cccc(C(=O)O)c3)C2=O)cc1	100	108	3	8	67	89	82	-1
CCS(=O)(=O)c1ccc2oc(Nc3ccc(OC)c(OC)c3)nc2c1	94	99	45	-4	87	98	94	0
O=C1CC(=O)N(CCc2ccccc2)C(=O)N1CCc1ccccc1	110	102	1	-20	115	102	102	-13
Cc1sc(NC(=O)c2ccco2)c(C(c2cccnc2)N2CCN(C)CC2)c1C (stereo not drawn)	105	101	5	4	96	101	/	-4

(more compounds)
SMILES	MEP2 TOR yeast	RPL19A-GFP yeast	AHR act	procasp7 counter	LAP4-GFP MLPCN	CIT2 TOR yeast	AGP1-GFP MLPCN	procasp3 activ
COC(=O)c1ccc(SCC(=O)NC2CCCC2)c([N+](=O)[O-])c1	98	98	2	4	99	104	104	4
CCOC(=O)c1ccc[n+](C(C)C(=O)c2ccc(-c3ccccc3)cc2)c1 (stereo not drawn)	106	98	-1	4	102	95	92	-3
Cc1nn(Cc2ccc(Cl)cc2)c(C)c1NC(=O)/C=C/c1cnn(C)c1	104	104	0	4	95	100	97	9
O=C(N/N=C/c1ccco1)c1cc(-c2cccc3ccccc23)n[nH]1	102	101	23	-4	97	99	97	4
CCn1c(SCC(=O)c2cc(C)ccc2C)nc2cc(S(=O)(=O)N3CCOCC3)ccc21	105	106	-2	3	93	104	105	-2
CCOC(=O)C1(CCc2ccccc2)CCN(C(=O)CCn2cnnn2)CC1	94	88	1	-1	93	92	96	3
N#Cc1c(NC(=O)c2cc([N+](=O)[O-])ccc2N2CCOCC2)sc2c1CCCC2	97	97	5	-8	87	96	99	0
O=C(CCc1nc(-c2ccccc2F)no1)NCCN1CCN(Cc2ccccc2)CC1	98	98	-1	9	95	97	99	-1
N#Cc1cc(N)ccc1Sc1ccccc1	99	96	-2	8	99	85	95	-2
O=C(CN1CCC(C(=O)c2cccc(Cl)c2)CC1)Nc1cccc(C(=O)O)c1	96	92	2	-10	98	81	90	-4
COc1cc(NC(=O)c2cc(-c3cccnc3)nc3ccc(Br)cc23)cc(OC)c1	98	100	4	10	102	101	103	2
O=C(Nc1ccccc1O)c1cccc(NC(=O)c2ccco2)c1	106	100	54*	-1	98	102	102	0
Cc1ccc(N(CC(=O)NCc2ccc3c(c2)OCO3)S(=O)(=O)c2c(C)noc2C)cc1	97	89	16	-3	92	85	87	-5
COC(=O)c1ccccc1NC(=O)COC(=O)/C=C/c1ccco1	99	99	1	-4	89	90	95	0
Cc1occc1C(=O)N/N=C/c1ccccn1	113	105	8	1	106	100	106	8
C/C=C/c1ccc(OCCCCN2CC(C)CC(C)C2)c(OC)c1 (stereo not drawn)	105	103	-1	5	104	102	111	8
